# RECQ1 helicase: blocks DNA unwinding by human RECQ1. 0.54% of 240,000 active. Potency, µM (titrated, usually from 57.3 µM), for the others: at the top dose activity, negative = inhibition, most hits filed as inhibitors. RECQ1 DNA unwinding, red fluorescence kinetic read;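 also: plate controls were vehicle for no effect and no enzyme for full effect; nearly all actives have a fitted effect of over 30% in size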
# Target sequence (P46063 whole entry, looked up): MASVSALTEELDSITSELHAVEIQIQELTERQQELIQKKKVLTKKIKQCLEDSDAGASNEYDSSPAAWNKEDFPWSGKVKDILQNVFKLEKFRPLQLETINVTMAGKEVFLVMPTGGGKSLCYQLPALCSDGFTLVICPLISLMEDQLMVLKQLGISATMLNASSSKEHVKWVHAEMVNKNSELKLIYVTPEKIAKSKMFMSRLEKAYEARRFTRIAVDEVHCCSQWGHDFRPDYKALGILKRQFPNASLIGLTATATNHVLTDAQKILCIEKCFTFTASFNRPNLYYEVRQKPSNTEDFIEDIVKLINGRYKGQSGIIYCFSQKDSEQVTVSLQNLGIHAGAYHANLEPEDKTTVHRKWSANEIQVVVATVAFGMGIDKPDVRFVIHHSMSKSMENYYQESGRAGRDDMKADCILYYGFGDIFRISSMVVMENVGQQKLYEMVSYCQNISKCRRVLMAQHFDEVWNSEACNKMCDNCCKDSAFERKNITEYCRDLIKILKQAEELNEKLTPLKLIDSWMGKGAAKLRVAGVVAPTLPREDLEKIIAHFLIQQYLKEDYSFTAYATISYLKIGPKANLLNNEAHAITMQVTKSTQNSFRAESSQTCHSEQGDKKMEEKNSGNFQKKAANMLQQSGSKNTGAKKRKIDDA
#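 50 nM RECQ1T1 preincubated 15 min with compound in Tris pH 8.0 buffer with MgCl2, DTT, Tween-20 and 2.5 ug/ml poly(dI-dC); started with 200 nM TAMRA/BHQ-2 forked duplex and 2 mM ATP. Unwinding read as fluorescence (525/598 nm), two reads 2 h apart.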
# L3MBTL1 block: L3MBTL1 (human) inhibition; AlphaScreen L3MBTL1–H3K9me1 peptide binding; Potency, µM (highest dose often 57.1 µM), for the others: at the highest dose activity, negative = inhibition, actives largely listed as inhibitors; 0.66% of 230,000 active; also: % is scaled to controls: 0 for no effect and ±100 for the full control effect; nearly all actives have a fitted effect of over 60% in size
#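 Read-out is AlphaScreen signal from streptavidin donor and nickel chelate acceptor beads (10 ug/mL final each) bridging L3MBTL1 (50 nM) and biotinylated K9-monomethylated H3(1-15) peptide (75 nM), after 30 min compound exposure at room temperature.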
# ALDH1A1 inh: inhibitors of human aldehyde dehydrogenase 1A1; P00352; Purified ALDH1A1, NADH fluorescence, propionaldehyde substrate; Potency, µM (top dose mostly 75.3 µM), for the others: at the top dose activity, negative = inhibition, usual class: inhibitors; 7.3% of 220,000 active; AID 1030; active = well fitted inhibition curve with a large enough effect, not every such curve was filed as active; inconclusive = small, poorly fitted or top-dose-only effect, or another doubt; inactive = no such curve, though single readings can be large or run the other way;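 also: plate controls were no enzyme wells and a reference inhibitor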
# SMN2 splice enh: enhancers of SMN2 splice variant expression; HEK293 SMN2-luciferase splicing reporter, luminescence, 30-36 h; Potency, µM (highest dose often 46.1 µM), for inactives: at the highest dose activity change, positive = activation, hits mostly activators; 2.8% of 210,000 active; also: % of control where 0% means no effect; nearly all actives have a fitted effect of over 55% in size
#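 qHTS luciferase splicing reporter: luminescence rises when SMN2 exon 7 is included in transfected HEK293 cells. Compound exposure lasted 30-36 h at 37C, with 4.5 mM final sodium butyrate as control, followed by a ONE-Glo read.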
# Tau ThT inhib: inhibitors of human tau fibril formation, thioflavin T binding; P10636; recombinant tau K18 P301L, heparin-induced fibrillization, ThT fluorescence; Potency, µM (highest dose often 57.4 µM), for the others: top-dose activity, negative = inhibition, most hits filed as inhibitors; 2.1% of 270,000 active; also: % is scaled to controls: 0 for no effect and ±100 for the full control effect; nearly all actives have a fitted effect of over 55% in size
# Target sequence (P10636 561-689 P618L limits assumed): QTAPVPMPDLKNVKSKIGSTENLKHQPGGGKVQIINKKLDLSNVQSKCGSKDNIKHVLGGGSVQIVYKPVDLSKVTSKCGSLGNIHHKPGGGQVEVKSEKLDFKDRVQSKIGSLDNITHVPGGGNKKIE
#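 Using a mix of unlabeled (15 uM) and Alexa 594-labeled (0.24 uM) tau K18 P301L, heparin-triggered fibrillization over 6 hr at 37 C was scored by ThT fluorescence.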
# Luc counter: blocks Kinase-Glo luciferase, a counter-screen artifact | Q27757 | Kinase-Glo luciferase, ATP luminescence, 8 min | Potency, µM (highest dose often 38.3 µM), without a hit: top-dose activity change, negative = inhibition, most hits filed as inhibitors | 0.28% of 200,000 active | AID 1379; also: % is scaled to controls: 0 for no effect and ±100 for the full control effect; nearly all actives have a fitted effect of over 60% in size
#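 Recombinant Kinase-Glo luciferase, 10 uM ATP (linear range), luciferin; imidazole pH 7.2 / KCl / MgCl2 / Tween / BSA buffer; 8 min RT; luminescence.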
# LMNA splice mod: LMNA splicing modulation. 0.01% of 200,000 active. Potency, µM (highest dose often 46.1 µM), without a hit: top-dose ratio change, negative = inhibition, hits mostly inhibitors. HeLa LMNA splicing GFP/RFP minigene ratio, 48 h; active = well fitted inhibition curve with a large enough effect in the signal ratio, with a control signal flat, not every such curve was filed as active; inconclusive = small, poorly fitted or top-dose-only effect, or effect the other way, or a change in a side signal; the % refers to the signal ratio; also: % is scaled to controls: 0 for no effect and ±100 for the full control effect
#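 Read-out is the ratio of GFP to DsRed2 object intensity, acquired by 488 nm laser-scanning cytometry on HeLa lamin A-EGFP minigene reporter cells. Compound incubation 48 hrs at 37 °C in Opti-MEM with 2% FBS; DMSO 0.5% final.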
# JMJD2E inh: inhibitors of human JMJD2E histone demethylase. Potency, µM (top dose mostly 57.1 µM), for inactives: at the top dose activity change, negative = inhibition, hits mostly inhibitors. JMJD2E catalytic domain, FDH-coupled NADH fluorescence (FDH is formaldehyde dehydrogenase). 1.6% of 230,000 active; active = well fitted inhibition curve with a large enough effect, not every such curve was filed as active; inconclusive = small, poorly fitted or top-dose-only effect, or another doubt; inactive = no such curve, though single readings can be large or run the other way;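 also: 0% = wells with enzyme and -100% = buffer wells without enzyme; nearly all actives have a fitted effect of over 50% in size; many of its hits are not listed in these tables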
# The depositor's hits bear a star; i = inactive; ? = inconclusive; / = no result given; & = joins results of further samples; [ ] = remark or other dose. Unless noted, calls follow the shape of the dose curve; as a rule, active = well fitted curve in the direction sought with a large enough effect; inconclusive = small, poorly fitted or top-dose-only effect, or another doubt; inactive = no such curve, though single readings can be large; an effect the other way counts as inactive or inconclusive. Potency is read from the fitted curve at half-maximal effect. The list is partial; rates above refer to the full screens.
No.	SMILES	RECQ1 helicase	JMJD2E inh	ALDH1A1 inh	L3MBTL1 block	Luc counter	SMN2 splice enh	LMNA splice mod	Tau ThT inhib
1	CCCc1nnc(NC(=O)CCC(=O)N2CCN(CCn3c(C)ccc3C)CC2)s1	1%	?	?	-8%	-2%	-18%	3%	-16%
2	Cc1ccc(/C=C(/C#N)C(=O)NC(C)c2ccccc2)o1 (stereo unspecified)	-14%	?	14µM*	1%	3%	-8%	2%	-2%
3	CN(Cc1ccccc1)C(=O)N[C@@H](Cc1ccccc1)C(=O)O	i	8%	16%	4%	3%	8%	2%	-7%
4	c1ccc(CSc2ccc(-c3ccco3)nn2)cc1	0%	-11%	40µM*	-8%	-6%	13µM*	-8%	-18%
5	Cc1ccccc1/[N+]([O-])=C/c1cccs1	-12%	-12%	?	2%	1%	14%	8%[46 µM]	0%
6	CCc1nnc(NC(=O)CSc2nc3cc(OC)c(OC)cc3cc2C)s1	i	-5%	-2%	-2%	-1%	/	-10%[46 µM]	-13%
7	CCC(C)(C)c1ccc(OCCCC[n+]2ccccc2)c(C(C)(C)CC)c1	-3%	5%	-10%	/	1%	-68%[inhibitor]	/	?
8	Clc1ccc(Cc2nc(-c3cccnc3)no2)cc1	-3%	1%	-2%	-11%	-7%	-8%	5%	-8%
9	C=CCN(CC=C)C(=O)c1cc2ccccc2c(=O)o1	12%	-1%	?	11%	3%	13%	-2%	8%
10	O=C(O)c1cccc(Cn2c(Cl)c(/C=N/NC(=O)c3ccccc3Cl)sc2=O)c1	-10%	?	?	26%	1%	-4%	6%	?
11	CCN(CC)C(=O)CC(c1ccc(F)cc1)c1ccco1 (stereo unspecified)	-5%	-6%	?	21%[11.4 µM]	2%	20%	5%	?
12	COc1ccc(OCC(=O)Nc2nonc2NC(=O)COc2ccc(OC)cc2)cc1	-1%	-15%	9%	-4%[11.4 µM]	1%	14%	0%[46 µM]	-9%
13	NC(=O)NC(=O)CSc1nc2sc(-c3ccccc3)cc2c(=O)n1-c1ccccc1	i	?	?	-2%	2%	-19%	-4%[46 µM]	0%
14	COc1ccc(N2CCN(CCNC(=O)c3ccc(NC(=O)C4CCCO4)cc3)CC2)cc1 (stereo unspecified)	-11%	2%	-7%	0%	-3%	-15%	0%	-12%
15	CC(=O)Oc1ccc(N2C(=O)C3C4C=CC(CC4)C3C2=O)cc1[N+](=O)[O-] (stereo unspecified)	i	4%	2%	-14%	-2%	-18%	/	15%
16	COc1cc(/C=C2/C(=O)ON=C2C)ccc1OCc1cccc(F)c1	-5%	-24%	10µM*	/	-1%	13µM*	?	-20%
17	COc1cccc(C(=O)NCCC2=CCCCC2)c1	-6%	-4%	?	/	-10%	?	5%	-12%
18	O=C(Nc1ccc(O)cc1C(=O)O)c1cccs1	i	-19%	5%	-9%	-2%	/	/	5%
19	COc1ccc(Cc2noc(CN3CCC(c4ccncc4)CC3)n2)cc1OC	-4%	-3%	-1%	?	/	/	/	3%
20	CCc1c(C(=O)NCc2ccc3c(c2)OCO3)[nH]c(C)c1C(C)=O	-6%	-3%	11%	-8%	-4%	-14%	9%[0.0737 µM]	2%
21	COc1cc(C(c2sc3nc(C)nn3c2O)N2CCC3(CC2)OCCO3)cc(OC)c1OC (stereo unspecified)	-13%	-1%	18µM*	/	-2%	-8%	11%	3%
22	COC(=O)c1ccc(C2C(C(C)=O)=C(O)C(=O)N2CCO)cc1 (stereo unspecified)	6%	-10%	6%	1%	-2%	-19%	13%	-7%
23	O=C(CCN1CCN(S(=O)(=O)c2ccc(Cl)cc2)CC1)Nc1ccccc1F	i	-7%	?	/	/	/	/	-5%
24	CCOC(=O)Cc1csc(NC(=O)CC)n1	i	6%	9%	2%	1%	0%	6%	-3%
25	Cc1ccc(N2CCN(C(=O)c3ccccc3F)CC2)c(C)c1	-4%	6%	-13%	-16%	2%	-20%	?	?
26	Cc1cc(C(N)=O)nn1-c1c(Cl)cc(Cl)cc1Cl	-8%	1%	7%	55%[activator]	/	/	/	-10%
27	COc1ccc(C2CC(c3c(-c4ccccc4)c4cc(Cl)ccc4[nH]c3=O)=NN2C(=O)CCC(=O)O)cc1 (stereo unspecified)	0%	?	?	-9%	-1%	/	3%[46 µM]	-18%
28	COc1cc(C(=O)OCC(=O)N(C)C)cc(NC(=O)c2ccco2)c1OC	-6%	3%	3%	-3%	1%	-17%	1%	6%
29	Cc1cccc(C)c1NC(=O)C(=O)NCCOc1ccc(Cl)cc1	-2%	-1%	2%	6%	1%	-9%	9%[0.0737 µM]	-6%
30	Cc1ccc(-c2noc(CN3CCCCC3)n2)cc1	-11%	-9%	6%	/	1%	?	8%	-14%
31	O=Cc1c(NCc2ccco2)nc2ccccn2c1=O	-5%	-6%	-6%	-6%	-2%	/	-9%[46 µM]	-10%
32	CC(C)CNC(=O)/C=C/C(=O)O	-4%	-1%&-7%	0%	/	1%	-17%	0%[9.22 µM]	1%
33	CCc1cccc(CC)c1NC(=O)CO/N=C(\N)CC(=O)NC1CCCCC1	i	-3%	13%	9%	0%	-8%	-5%[46 µM]	0%
34	CCOC(=O)c1[nH]c(C)c(C(=O)Nc2ccccc2C)c1C	13%	4%	-2%	-5%	3%	28%	?	-16%
35	CSc1ncc(Cl)c(C(=O)Nc2ccc(NC(C)=O)cc2)n1	i	0%	?	5%	0%	7%&-2%	3%[46 µM]	-10%&-14%
36	CN(C)CCCOC(=O)C1c2ccccc2Oc2ccccc21	10%	2%	5%	-3%	4%	2%	-6%	-9%
37	CCCC[C@@H]1C[C@H]1C(NC(=O)c1ccco1)c1ccc(Cl)cc1 (stereo partly specified)	-14%	-16%	-7%	/	-4%	-34%[inhibitor]	/	?
38	O=C(O)/C=C/C(=O)Nc1ccc(C(=O)c2ccccc2)cc1	-7%	-7%	?	0%	0%	/	?	-12%
39	CC1Cc2ccccc2N1C(=O)C1CCCCN1S(=O)(=O)c1ccccc1 (stereo unspecified)	-12%	0%	-3%	-1%	-1%	-10%	-2%	-16%
40	Oc1c(CN2CCOCC2)ccc2ccccc12	i	?	?	-12%	-9%	/	?	?
41	Cc1ccc(NS(=O)(=O)c2ccc(C(=O)OCC(=O)Nc3cc(C)on3)cc2)cc1	2%	1%	3%	/	-1%	-2%	/	-7%
42	Cc1ccc(C(=O)O)cc1-c1ccc(/C=C2/NC(=O)N(c3ccccc3)C2=O)o1	18µM*	?	?	/	-4%	21%	-1%	28µM*
43	COC(=O)C1=C(C)NC(=O)NC1c1ccc(OC(=O)c2ccco2)cc1 (stereo unspecified)	-7%	0%	-1%	7%	-2%	-10%	/	0%
44	CCOC(=O)C(=O)N1CCC(Cc2ccccc2)CC1	i	9%	10%	36%[activator]	4%	2%	/	-3%
45	CCCCN(CCNP(=O)(OCC)OCC)CP(=O)(OCC)OCC	-8%	6%	3%	-2%	0%	-6%	12%	-5%
46	O=C(Cn1nc(-c2ccccc2)ccc1=O)NCCCN1CCOCC1	i	2%	/	6%	/	/	/	2%
47	Cc1cc(NS(=O)(=O)c2ccccc2)no1	-12%	-6%	7%	4%	-2%	2%	-5%	6%
48	COCCN(C(=S)Nc1cccc(OC)c1)C1CCN(C(C)C)CC1	3%	2%	4%	-3%	-1%	-5%	-10%	0%
49	O=C(Nc1ccccc1)N1CCSc2ccccc21	i	?	-3%	7%	2%	3%	/	1%
50	CCCCn1c(SCc2ccc(C(=O)OC)o2)nc2cc(S(N)(=O)=O)ccc21	-6%	-21%	25µM*	-8%	-3%	-35%[inhibitor]	?	-5%
51	Cc1ccc(NC(=O)NCc2ccncc2)cc1Cl	i	3%	3%	-1%	5%	1%	-15%[46 µM]	-6%
52	CCOC(=O)C1CCCN(Cc2cc(OC)c(O)c(OC)c2)C1 (stereo unspecified)	-11%	-27%	?	3%	-3%	11%	-7%	-13%
53	C=C(Br)CN1CCN(CC(=C)Br)CC1	i	-3%	?	/	3%	?	-5%	-9%
54	CCNc1nc(SC(C(C)=O)C(C)=O)nc(N(C)C)n1	-3%	-6%	13%	0%[11.4 µM]	2%	-5%	-2%	7%
55	COCCCn1c(=O)c2ccccc2c2ccccc2c1=O	-1%	-5%	?	3%	-2%	2%	3%	-6%
56	O=C(NCCc1ccccc1)C1CCN(S(=O)(=O)c2ccccc2)CC1	-15%	0%	-6%	/	1%	-2%	9%	-8%
57	Cc1nc2ccc(NC(=O)c3cccc(S(=O)(=O)N4CC(C)OC(C)C4)c3)cc2s1 (stereo unspecified)	-6%	-7%	-2%	/	-3%	-25%	-13%	-23%
58	CC(=O)N(CN1C(=O)c2ccc([N+](=O)[O-])cc2C1=O)c1cccc(C(=O)O)c1	1%	-8%	5%	/	3%	-8%	?	-2%
59	CCOc1ccccc1NC(=O)COc1cccc(-n2cnnn2)c1	-4%	5%	?	3%	0%	-22%	-1%	-11%
60	CN(C)c1ccnc(Nc2ccc(F)cc2)c1C#N	i	11%	-7%	-12%	/	/	/	?

# (continued)
No.	SMILES	RECQ1 helicase	JMJD2E inh	ALDH1A1 inh	L3MBTL1 block	Luc counter	SMN2 splice enh	LMNA splice mod	Tau ThT inhib
61	CCCc1nc(SCC(=O)c2ccc(F)cc2)c2ccccc2n1	i	-2%	18µM*	/	0%	-40%	/	?
62	Cn1c2ccccc2c2cc(C(=O)NNC(=O)CCl)sc21	i	?	?	15%	-2%	?	/	-15%
63	O=S(=O)(Cc1cc(N2CCOCC2)nc(-c2ccccn2)n1)c1ccccc1	-3%	?	?	0%	3%	-12%	?	-1%
64	COc1ccc(C(=O)NCCn2cc(SCC(=O)NCc3ccco3)c3ccccc32)cc1	i	-6%	25µM*	-11%	1%	-50%[inhibitor]	?	?
65	C/C(=C\C(=O)O)C12CC3CC(CC(C3)C1)C2	7%	-1%	1%	/	-3%	-29%	-7%	6%
66	CCOC(=O)Cn1ncc2c(=O)oc3ccccc3c21	2%	-1%	1%	6%	3%	1%	-3%	-11%

# High-throughput results as filed in PubChem.
